# Mtb FBA inh: Mtb FBA enzyme inhibitors, primary screen, biochemical, fluorescence, strain H37Rv; hit rate 2.3% among 360,000; Fructose-bisphosphate aldolase (Mycobacterium tuberculosis (strain ATCC 25618 / H37Rv)), …; inhibition, % at 1 µM; purified M. tuberculosis FBA, fluorescence read-out; in the data active = inhibition above about 27%;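 also: 0% = vehicle and 100% = reference inhibitor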
# Target sequence (P9WQA3 whole entry, looked up): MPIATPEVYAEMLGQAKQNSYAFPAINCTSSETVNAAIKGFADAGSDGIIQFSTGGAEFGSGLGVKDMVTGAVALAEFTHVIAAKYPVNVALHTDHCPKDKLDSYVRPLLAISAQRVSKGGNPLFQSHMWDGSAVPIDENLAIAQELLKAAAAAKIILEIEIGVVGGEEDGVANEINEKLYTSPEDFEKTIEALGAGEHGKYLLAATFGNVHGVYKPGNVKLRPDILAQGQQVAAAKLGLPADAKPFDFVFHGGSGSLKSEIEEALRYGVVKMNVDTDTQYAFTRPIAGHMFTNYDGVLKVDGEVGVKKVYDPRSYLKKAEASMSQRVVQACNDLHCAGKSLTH
# BoNT F protease: BoNT/F light chain protease inhibitors, primary screen, biochemical, flow cytometry, MLPCN library; Botulinum neurotoxin type F light chain protease (Clostridium botulinum); Multiplex microsphere protease cleavage assay; inhibition, % at 10 µM; hit rate 0.22% among 360,000; in the data active = inhibition above about 35%, passing the limit was not always enough; inconclusive = no clear call, values can overlap the other calls; also: plate controls were buffer without enzyme for full effect and enzyme alone for no effect
# Mtb BioA inh: M. tuberculosis BioA enzyme inhibitors, primary screen, biochemical, plate reader, single point, HTS; purified M. tuberculosis BioA enzyme; 7,8-diaminopelargonic acid synthase BioA (Mycobacterium tuberculosis); hit rate 0.096% among 360,000; inhibition, % at 9.99 µM; in the data active = inhibition above about 40%; inconclusive = no clear call, values can overlap the other calls
# UGM FP inh: M. tuberculosis UGM enzyme inhibitors, primary screen, biochemical, fluorescence polarization, single point; UDP-galactopyranose mutase (Mycobacterium tuberculosis (strain ATCC 25618 / H37Rv)), …; purified UGM, fluorescence polarization probe displacement; inhibition, % at 10 µM; hit rate 0.06% among 320,000; AID 504406, 2011; in the data active = inhibition above about 10%, passing the limit was not always enough; inconclusive = no clear call, values can overlap the other calls
# Target sequence (P9WIQ1 whole entry, looked up): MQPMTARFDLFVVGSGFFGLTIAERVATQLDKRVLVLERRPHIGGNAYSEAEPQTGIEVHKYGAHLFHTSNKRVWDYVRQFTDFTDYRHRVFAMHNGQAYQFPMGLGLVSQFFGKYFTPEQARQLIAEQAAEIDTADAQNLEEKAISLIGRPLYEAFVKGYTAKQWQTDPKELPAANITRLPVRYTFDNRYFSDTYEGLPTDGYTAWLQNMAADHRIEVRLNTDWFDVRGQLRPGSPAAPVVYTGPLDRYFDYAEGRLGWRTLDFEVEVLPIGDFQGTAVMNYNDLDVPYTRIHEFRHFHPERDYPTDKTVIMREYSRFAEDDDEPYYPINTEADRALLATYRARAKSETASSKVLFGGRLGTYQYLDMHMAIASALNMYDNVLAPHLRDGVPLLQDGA
# PfHsp40 yeast: rescue of yeast from PfHsp40 toxicity, primary screen, S. cerevisiae, ATP luminescence. growth rescue, % at 12.5 µM. hit rate 0.68% among 340,000. AID 504582, 2011. S. cerevisiae expressing PfHsp40, growth rescue; in the data active = growth rescue above about 28%, passing the limit was not always enough; inconclusive = no clear call, values can overlap the other calls;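 also: yeast W303a lacking pdr1 and pdr3 grown in galactose medium; growth measured after three days at 30 °C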
# Anthrax LF inh2: Bacillus anthracis LF protease inhibitors, primary screen, biochemical, multiplex microsphere, MLPCN library; hit rate 0.12% among 360,000; AID 588501, 2011; inhibition, % at 10 µM; multiplex microsphere protease cleavage assay; also: plate controls were buffer without enzyme for full effect and enzyme alone for no effect
# FadD28 FP inh: inhibitors of FadD28 bisubstrate probe binding, primary screen, biochemical, fluorescence polarization, single point. inhibition, % at 12.5 µM. hit rate 0.22% among 360,000; in the data active = inhibition above about 8.5%, passing the limit was not always enough; inconclusive = no clear call, values can overlap the other calls
# GDH-TPI inh: GDH-TPI coupling enzyme inhibitors, primary screen, artefact control for M. tuberculosis FBA inhibitor project, biochemical, absorbance, full deck | GDH-TPI coupled enzyme counterscreen, NADH absorbance | inhibition, % at 4.8 µM | hit rate 1.2% among 360,000 | AID 588335, 2011; in the data active = inhibition above about 30%;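 also: 0% = DMSO wells and 100% = wells lacking the enzyme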
# BoNT-A LC inh2: BoNT/A light chain protease inhibitors, primary screen, biochemical, flow cytometry, MLPCN library | Botulinum neurotoxin type A light chain protease (Clostridium botulinum A str. ATCC 3502) | multiplex microsphere protease substrate cleavage | inhibition, % at 10 µM | hit rate 0.17% among 360,000 | AID 588499, 2011; also: plate controls were buffer without enzyme for full effect and enzyme alone for no effect
# * hit, by the source's call; ? = inconclusive; · = no result given; & = joins results of further samples. Rule as the data show it, unless noted: active = inhibition above about 30%; inconclusive = no clear call, values can overlap the other calls; inactive = below that.
cpd	structure	Mtb FBA inh	BoNT F protease	Mtb BioA inh	UGM FP inh	PfHsp40 yeast	Anthrax LF inh2	FadD28 FP inh	GDH-TPI inh	BoNT-A LC inh2
1	CCN(CC)S(=O)(=O)c1ccc(Oc2ccc(S(=O)(=O)N(CC)CC)cc2)cc1	-1.9	?	-1.1	-1.5	-0.6	?	0.2	2.4	?
2	Cc1sc2nc3n(c(=O)c2c1C)NC(=O)CC3	-3.3	-13.0	0.8	2.2	0.0	1.9	0.6	11.5	-0.6
3	Cc1cc(-c2nnc(SCC(=O)c3ccc(Cl)cc3)o2)no1	1.0	-1.3	-2.0	-0.8	-0.2	1.3	-0.5	12.4	0.4
4	COc1cc(/C=C/C(=O)OCC(=O)NC2CCS(=O)(=O)C2)ccc1O (configuration not stated)	1.4	-2.6	0.3	-3.7	-0.7	-1.3	0.3	18.6	0.1
5	CN(CCOc1ccccc1)CC(=O)Nc1cc([N+](=O)[O-])ccc1Cl	-1.9	1.8	·	0.5	-0.2	-4.5	-2.1	8.8	0.4
6	COc1cccc(CNC(=O)c2ccc(OC)c(S(=O)(=O)NC3CCCC3)c2)c1	-2.8	-0.3	1.3	-2.5	0.4	-1.3	0.8	0.7	-2.7
7	C[C@]12CC[C@H](OC(=O)CCC(=O)O)CC1=CCC1C2CC[C@@]2(C)C1CC[C@@H]2OC(=O)CCC(=O)O (some centres not stated)	2.3	-4.9	-0.5	0.4	-1.1	4.8	-4.1	4.4	-0.3
8	CCOc1ccc(C2=NNC(c3cccs3)=Nc3ccc(OC)cc32)cc1	4.8	-4.3	-1.1	-1.4	-1.4	2.2	-0.8	13.2	-0.1
9	Cn1c(=O)c([N+](=O)[O-])c(NCc2ccccc2)c2ccccc21	0.4	-5.6	1.4	5.0	0.3	-2.1	-4.2	2.2	-0.8
10	O=C(NCCc1ccccn1)c1cc2ccccc2o1	0.3	12.4	·	-2.6	-0.1	-2.2	-2.2	-2.2	2.5
11	c1ccc(-n2nnnc2CN2CCOCC2)cc1	-2.2	-2.4	-1.3	-1.0	-1.0	-0.3	-2.2	8.3	-0.1
12	Cc1cc(C)c2nc(SC(C)C(=O)NCC(=O)Nc3ccc(F)c(F)c3F)cc(C)c2c1 (configuration not stated)	-0.2	-7.7	·	0.4	2.6	2.6	1.2	6.5	-0.8
13	CCCCNC(=O)C1CCC(CNc2nc(=S)[nH]c3ccccc23)CC1 (configuration not stated)	6.0	-0.9	27.1	-1.7	-1.7	1.9	-0.6	1.2	-1.4
14	CCCCn1nnnc1NCc1ccc(C)s1	-1.0	-2.1	2.0	-2.7	-0.6	-8.8	-3.2	-7.0	-1.4
15	Cc1cccc(N2CCN(C(=O)CCS(=O)(=O)c3ccc(Br)cc3)CC2C)c1 (configuration not stated)	-2.8	-5.0	2.2	0.4	2.2	0.9	-1.3	9.9	0.0
16	CC(C)(S)[C@@H](N)C(=O)O	-0.1	7.6	0.3	·	1.3	-2.1	-4.7	-3.4	-0.2
17	O=S(=O)(c1cnccc1N1CCN(/N=C/c2ccc(Br)cc2)CC1)N1CCCCC1	1.0	-1.2	0.2	0.8	3.1	0.4	1.0	1.5	-0.2
18	CSc1ccc(CN2C(=O)C(C)Sc3ccc(C(C)=O)cc32)cc1 (configuration not stated)	-0.2	1.8	1.0	·	·	-2.8	-2.5	10.6	-0.4
19	COc1cccc(NC(=O)c2ccc3c(c2)N(CC(=O)N2CCOCC2)C(=O)C(C)(C)O3)c1	0.1	-4.9	2.7	0.7	2.7	1.8	-4.3	1.5	-3.9
20	NC(=O)c1nnsc1-c1ccc(-c2snnc2C(N)=O)cc1	-1.5	?	·	-0.5	0.6	-15.4	-4.1	7.4	-7.1
21	CCOC(=O)N/N=C/c1ccc(Oc2ccccc2)cc1	0.6	-8.5	-0.3	·	2.5	-1.5	-4.2	-6.3	-1.8
22	CCc1cc(=O)[nH]c(SCC(=O)Nc2ccc3c(c2)OCCO3)n1	0.7	·	-1.7	·	0.3	·	-3.7	-1.8	·
23	Cc1ccc(S(=O)(=O)N(C)c2ccc(C(=O)NCc3ccccn3)cc2)cc1	-0.9	-7.6	·	4.8	-0.9	0.1	-1.0	3.5	0.1
24	COc1ccc2ncn(-c3ccccc3)c2c1	2.0	-15.4	-0.4	4.4	0.1	1.1	-3.1	3.5	0.5
25	Cc1cccc(OCCc2nnc(N)s2)c1C	-1.1	2.6	-1.9	-1.1	1.1	8.3	-0.7	4.1	0.8
26	Cc1ccc(NC(=O)CN(C)C(=O)COC(=O)/C=C/c2cccs2)cc1	1.8	-7.8	·	2.6	1.2	1.7	-0.9	14.9	1.2
27	CCOC(=O)N1CCN(C2CCCN(C(=O)c3ccccc3C(F)(F)F)C2)CC1 (configuration not stated)	4.0	-0.6	-3.0	·	14.3	-2.0	0.6	-6.3	0.8
28	Cc1cccc(N2CCN(C(=O)Cn3sc4nc(C)cc(C)c4c3=O)CC2C)c1 (configuration not stated)	0.0	13.3	-5.2	0.9	-6.5	-3.3	-0.6	11.5	5.3
29	Cc1ccc(Nc2nc(N)nc(CSc3nnc(C)s3)n2)cc1	1.3	4.0	·	-0.5	0.5	-0.2	-0.2	0.8	0.1
30	O=C(O)c1ccccc1C(=O)Nn1cnnc1	1.1	-30.0	0.0	0.9	1.7	-8.6	-1.3	-2.0	-3.6

# (further entries)
cpd	structure	Mtb FBA inh	BoNT F protease	Mtb BioA inh	UGM FP inh	PfHsp40 yeast	Anthrax LF inh2	FadD28 FP inh	GDH-TPI inh	BoNT-A LC inh2
31	CCCc1nc2nc(C)c(NS(=O)(=O)c3ccc(Cl)cc3)c(=O)n2[nH]1	2.5	-36.7	-1.3	0.2	3.8	9.9	-0.3	0.0	-0.1
32	C/C(CC(=O)Nc1ccc(OCc2ccccc2)cc1)=N\NC(=O)C(=O)Nc1ccccc1C	-2.2	-2.3	0.2	-1.5	0.9	0.4	-6.4	-2.9	0.3
33	Cc1onc(-c2c(F)cccc2Cl)c1C(=O)Nc1sc2c(c1C#N)CCC(C(C)(C)C)C2 (configuration not stated)	-7.1	11.7	-0.5	-1.2	7.8	-0.3	-1.7	9.7	1.5
34	COc1ccc(C(=O)NCc2nnc(SCCOc3ccccc3)n2C)cc1	0.2	-5.0	0.6	-0.3	-0.5	-0.1	-1.5	3.8	-0.7
35	COc1cc(NS(=O)(=O)c2ccc(C)cc2)c2c(c1N)C(=O)c1ccccc1C2=O	-1.2	-10.8	-1.6	·	·	-3.6	0.0	7.1	3.5
36	O=C(Nc1ccc2c(c1)CCC2)C1CCN(c2ncccn2)CC1	6.3	-3.6	0.6	0.2	-0.4	-5.0	-4.7	-9.7	-0.4
37	O=C(CCS(=O)(=O)c1cc2c(cc1Cl)NC(=O)CO2)NCc1ccccc1	4.1	8.6	-5.6	2.1	1.4	3.5	1.0	15.5	3.1
38	C[C@H](CO)N1C[C@H](C)[C@@H](CN(C)S(=O)(=O)c2ccccc2)Oc2ccc(NC(=O)C3CCCCC3)cc2C1=O	-0.3	-4.5	-0.1&-0.1	2.6	0.8	-2.9	1.8	-1.3	0.2
39	Cn1c2ccccc2c(=O)c2ccc(C#CC3(N)CCCCC3)cc21	92.4*	8.3	0.9	-1.3	-0.6	20.2	-9.2	2.6	16.2
40	CC1=C(C(=O)Nc2ccccn2)C(c2ccc3c(c2)OCO3)C2=C(CC(C)(C)CC2=O)N1 (configuration not stated)	6.6	2.8	0.2	-0.2	0.4	1.6	-1.8	9.3	0.2
41	CCOC(=O)c1sc(C)c2c(=O)n(Cc3ccc(Cl)cc3)c(C)nc12	2.2	6.5	0.4	1.9	-0.2	-0.2	-2.6	7.5	2.1
42	O=C(N=C1SC2CS(=O)(=O)CC2N1c1cc(Cl)ccc1Cl)C1CC1 (configuration not stated)	0.9	2.0	0.6	-3.7	0.9	-0.9	-4.4	12.6	-2.4
43	COc1ccc(S(N)(=O)=O)cc1C(=O)OCC(=O)N1CCCC(C)C1 (configuration not stated)	0.3	-4.3	4.1	-1.0	0.4	4.3	-2.5	2.2	-0.2
44	Cc1ccc(C(=O)N(CCCN(C)C)c2nc3ccc(Cl)cc3s2)cc1C	1.0	-11.9	·	-0.7	0.6	-3.9	-4.4	8.9	-1.4
45	CC(C)(C)OC(=O)N1CCN(C(=O)Nc2ccc3c(c2)OCCO3)CC1	-1.8	-4.4	-1.6	1.2	0.9	-5.0	0.3	0.0	-1.5
46	CC1(C)NC(=O)NC2(C)NC(=O)NC(C)(C)C12 (configuration not stated)	-0.7	-10.2	-3.1	-0.6	1.5	1.3	-0.2	3.5	-0.9
47	CCCCCCCCC(=O)N/N=C(\C)c1cccnc1	-1.3	12.1	3.0	-0.5	-0.8	-2.9	-4.8	-14.2	-0.1
48	COc1ccc(-n2c(Cc3cccn3C)nnc2SCC(=O)NC2CCCC2)cc1	0.7	-2.4	1.7	0.0	-0.6	4.3	-0.3	5.9	-0.1
49	CCN1C(=O)[C@H]2[C@H]3CN=C(SCc4ccc(C)cc4)N3[C@@](Cc3ccccc3)(C(=O)OC)[C@H]2C1=O	4.0	-6.2	-0.2	·	0.1	0.5	0.7	9.4	-0.5
50	O=C(CC12CC3CC(CC(Br)(C3)C1)C2)Nc1cccc(S(=O)(=O)NC2=NCCC2)c1	2.8	-2.1	-0.7	-3.1	-0.9	3.9	-0.2	19.5	-1.2
51	COCCn1c(-c2ccc(OC)cc2)cnc1N	2.0	-53.0	·	0.1	-1.3	-35.2	-2.0	6.4	1.9
52	O=C(NNC(=O)c1ccccc1[N+](=O)[O-])c1cccs1	1.1	-0.1	·	-0.4	-0.2	-4.8	-0.3	11.8	-0.9
53	Nc1ccc2c(c1)C(=O)N(CCCCCC(=O)O)C2	38.5*	11.1	-0.7	-2.2	-0.5	-1.0	0.1	3.9	-0.5
54	Cc1ccc(C(C)C)c(OCC(=O)NNC(=O)Cn2[nH]c(=O)c3ccccc3c2=O)c1	-0.8	·	-1.7	0.3	0.5	·	-1.3	-2.5	·
55	CCCOC(=O)c1c(N)n(Cc2cccs2)c2nc3ccccc3nc12	173.3*	-5.1	2.4	-1.3	-0.5	-10.1	-11.4	10.6	1.2
56	CCCn1c(SCC(=O)N(C)C2CCCCC2)n[nH]c1=O	-2.3	0.9	0.3	·	·	-4.1	-2.1	7.1	0.0
57	O=C(NCc1ccc2c(c1)OCO2)C1CCN(c2ncccn2)CC1	7.5	0.2	0.3	-2.4	-1.3	-0.3	-0.9	8.7	?
58	CN(C)CCCNC(=O)c1ccccc1Oc1ccccc1	2.2	-4.2	-0.8	0.1	-1.6	22.8	0.0	-7.7	-5.9
59	Cc1cc(NC(=O)CSc2nc3cc4c(cc3c(=O)n2CCc2ccccc2)OCO4)no1	-0.5	2.1	-1.3	-1.4	1.5	1.8	-1.7	0.5	-0.4
60	COc1ccc(N2CCN(S(=O)(=O)CCNC(=O)COc3ccc(Cl)cc3)CC2)cc1	-1.7	0.7	0.1	-2.7	0.9	0.6	-1.5	-6.7	2.8
61	CC1CN(c2ccc(Oc3ccccc3)cc2)c2nc3c(c(=O)[nH]c(=O)n3C)n2C1 (configuration not stated)	1.8	?	-2.2	·	-0.9	-8.1	0.3	9.2	-0.8
62	COC(=O)c1ccccc1NC(=S)NC(NC(=O)COc1ccccc1)C(Cl)(Cl)Cl (configuration not stated)	4.2	-7.8	-1.3	-0.1	2.9	-6.6	-7.3	-3.1	0.0

# Compound activity (PubChem BioAssay)
